MC4R antag cAMP: human MC4R antagonism in cAMP assay. P32245. MC4R-expressing cells, MTII-stimulated cAMP, LANCE TR-FRET. inhibition, % at 6.5 µM. 360,000 compounds, 0.48% hits;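 active = inhibition above its plate's cutoff, the mean of tested wells on that plate plus 3 SD, cut at about 29% in these data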;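 note: 0% = Melanotan II alone and 100% = Melanotan II plus saturating MCL0020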
Target sequence (P32245 whole entry, looked up): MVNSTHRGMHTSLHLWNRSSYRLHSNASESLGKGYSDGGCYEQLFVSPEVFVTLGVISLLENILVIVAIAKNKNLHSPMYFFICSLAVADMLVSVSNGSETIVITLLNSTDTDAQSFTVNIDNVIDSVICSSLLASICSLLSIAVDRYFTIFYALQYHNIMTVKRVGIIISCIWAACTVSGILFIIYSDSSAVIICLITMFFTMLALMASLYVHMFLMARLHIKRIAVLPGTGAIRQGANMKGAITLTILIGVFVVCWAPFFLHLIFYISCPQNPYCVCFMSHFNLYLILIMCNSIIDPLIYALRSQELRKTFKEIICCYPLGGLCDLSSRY
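Assay system: human MC4R-expressing U2OS cells; reagent: Melanotan II stimulation of cells; dosing: 6.5 µM single dose; timing: compound 30 min, challenge 1 h, detection 1 h; signal: TR-FRET cAMP assay; replicates: one well per compound, no replicates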
SRC1 inh: inhibits human SRC1 coactivator; HEK293 GAL4-SRC1 luciferase reporter, luminescence; inhibition, % at 3.6 µM; 360,000 compounds, 0.12% hits; AID 588354;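 active = inhibition above the campaign mean plus 3 SD, with each screening campaign given its own cutoff, cut at about 60% in these data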;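 note: 0% = DMSO treated cells and 100% = gossypol at 36 µM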
SRC2 inh: inhibits human steroid receptor coactivator 2. inhibition, % at 9 µM. Q15596. 370,000 compounds, 0.17% hits. HEK293 GAL4-SRC2 luciferase reporter, luminescence;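 active = inhibition above the mean inhibition of all tested compounds plus 3 SD, set per campaign, cut at about 52% in these data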;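 note: 0% = DMSO treated cells and 100% = cells given Gossypol at 36 µM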
NCOA3 inh: inhibitors of human steroid receptor coactivator 3 (SRC3); HEK293 GAL4-SRC3 luciferase reporter, luminescence; inhibition, % at 3.6 µM; 360,000 compounds, 0.17% hits;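 active = inhibition above a per-campaign cutoff, the mean of all compounds plus 3 SD, cut at about 60% in these data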;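 note: 0% = DMSO-treated cells and 100% = gossypol-treated cells at 36 µM; higher means less SRC3-driven luciferase light from the GAL4 reporter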
MC4R barr agon: activates human MC4R beta-arrestin recruitment | P32245 | U2OS MC4R beta-arrestin complementation, luminescence; percent of melanotan II response, DMSO zero | activation, % at 8.9 µM | 360,000 compounds, 0.98% hits;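 active = activation above a per-plate cutoff, the mean activation of sample wells on that plate plus 3 SD, cut at about 8% in these data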
TLR9-MyD88 inh: blocks human TLR9 binding to MyD88 | Q9NR96+Q99836 | inhibition, % at 4.98 µM | 340,000 compounds, 0.21% hits | CHO BLA complementation TLR9-MyD88, CCF4 FRET ratio | AID 504734;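 active = inhibition above the mean over all tested compounds plus 3 SD, cut at about 21% in these data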;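 note: 0% = DMSO only wells and 100% = clavulanate BLA inhibitor control wells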
ABHD5-PLIN5 inh: ABHD5-PLIN5 protein interaction inhibition | Split G. princeps luciferase complementation, luminescence, 4 h | inhibition, % at 4 µM | 360,000 compounds, 0.78% hits;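 active = inhibition above the mean inhibition across every tested compound plus 3 SD, cut at about 22% in these data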;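 note: 0% = DMSO only wells and the 100% control is not disclosed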
LRH-1 inv ag: inverse agonists of human LRH-1 (NR5A2) | O00482 | HEK293T StAR-luciferase reporter, LRH-1 transfected, 24 h | inhibition, % at 3.6 µM | 360,000 compounds, 0.13% hits;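 active = inhibition above the mean inhibition of all tested compounds plus 3 SD, cut at about 73% in these data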;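 note: 0% = DMSO wells and 100% = reporter-only cells lacking LRH-1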
NOD2 RIPK2 PPI: NOD2-RIPK2 protein interaction inhibition. CHO BLA complementation NOD2-RIPK2, CCF4 ratio. O43353. 360,000 compounds, 0.38% hits. inhibition, % at 4.98 µM. AID 624267; in the data active = inhibition above about 21%;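 note: 0% = vehicle only and 100% = reference blocker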
EBV LMP1 NFkB: reduces LMP1-driven NF-kappaB luciferase signal; 350,000 compounds, 0.69% hits; LMP1-induced NF-kappaB luciferase reporter cells, luminescence; inhibition, % at 12.5 µM; AID 504558; in the data active = inhibition above about 41%;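 note: 0% = neutral control wells and 100% = reference inhibitor control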
NR2F2 inh: NR2F2 (human) inhibition, primary screen; P24468; HEK293T NGFI-A luciferase reporter, luminescence; inhibition, % at 8.6 µM; 370,000 compounds, 0.7% hits;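 active = inhibition above a per-plate cutoff, mean inhibition of test wells between control levels plus 3 SD, cut at about 38% in these data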;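 note: cells cotransfected with COUP-TFII expression vector driving the NGFI-A reporter; 0% = median of COUP-TF2 test wells and 100% = reporter-only cells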
Target sequence (P24468 whole entry, looked up): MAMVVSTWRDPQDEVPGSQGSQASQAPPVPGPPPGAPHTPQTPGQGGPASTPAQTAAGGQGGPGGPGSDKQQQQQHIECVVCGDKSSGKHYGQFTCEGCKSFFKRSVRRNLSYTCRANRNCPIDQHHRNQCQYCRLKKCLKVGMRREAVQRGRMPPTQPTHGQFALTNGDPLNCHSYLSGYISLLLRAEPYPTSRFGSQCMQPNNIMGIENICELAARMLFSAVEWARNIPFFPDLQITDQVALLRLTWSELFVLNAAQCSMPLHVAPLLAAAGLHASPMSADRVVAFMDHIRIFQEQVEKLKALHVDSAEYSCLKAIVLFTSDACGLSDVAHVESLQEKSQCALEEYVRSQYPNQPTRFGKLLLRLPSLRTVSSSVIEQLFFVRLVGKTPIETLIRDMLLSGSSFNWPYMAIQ
Active calls of the source: *; nt = not tested or not shown. These rows are one share of the data, so the mix of outcomes need not match the whole.

Values run as follows: MC4R antag cAMP	SRC1 inh	SRC2 inh	NCOA3 inh	MC4R barr agon	TLR9-MyD88 inh	ABHD5-PLIN5 inh	LRH-1 inv ag	NOD2 RIPK2 PPI	EBV LMP1 NFkB	NR2F2 inh
O=C(NC1CCCC1)C(c1cccs1)N(C(=O)c1csnn1)c1ccccc1F (configuration not stated)
→ 1.2	-5.2	-9.5	9.7	-3.5	4.0	-8.6	2.1	5.3	4.3	-7.5
Cc1ccc2nc(-c3ccccc3)c(NC(=O)c3ccco3)n2c1
→ 4.0	-13.0	0.5	8.0	-0.1	10.5	1.5	-1.2	3.1	1.4	-6.9
CCN1C(=O)[C@H]2[C@@H](c3ccc(C)cc3)N3C(=O)N(c4cccc(Cl)c4)C(=O)[C@@]3(CC(C)C)[C@H]2C1=O
→ 7.2	8.0	-29.3	-4.1	-0.1	-1.5	9.2	9.9	-6.8	-0.7	-4.0
COc1cc(OC)c2c(-c3ccccc3)cc(=O)oc2c1C(CCN1CCCC(C)C1)c1ccc2c(c1)OCO2 (configuration not stated)
→ 0.3	-20.8	-6.1	-23.0	1.1	-13.1	7.9	-28.9	9.6	-7.3	-2.3
CC(=O)Nc1cccc(OCc2ccc(S(=O)(=O)Cc3ccccc3)cc2)c1
→ 4.4	-7.4	-25.8	-2.2	3.9	-0.3	6.4	-9.8	-2.2	1.5	-10.9
COCCN1C=C2C(=O)C(C)(OC(=O)C3CCCC3)C(=O)C=C2C=C1c1ccsc1 (configuration not stated)
→ -7.3	2.9	-12.0	-17.1	-1.4	0.8	-16.3	4.8	-5.7	-3.5	0.3
C=CCn1c(=S)[nH]c2sc3c(c2c1=O)CCCC3
→ 11.8	-9.9	-4.6	-12.7	-1.4	-1.1	2.4	-21.5	5.2	3.8	-10.8
COc1ccc(NS(=O)(=O)c2cc(NC(=O)c3cccs3)ccc2N2CCOCC2)cc1
→ 2.8	-17.3	-38.7	14.9	-0.8	-8.4	-6.6	7.2	-5.5	-6.5	-9.3
CC1(C)Cc2c(sc3c2C(=O)N(c2ccccc2)C2=NCCCN23)CO1
→ 2.2	-5.2	-34.9	6.7	1.5	6.3	-0.5	5.7	-6.0	2.5	-2.0
CCOc1ccc(NC(c2ccccn2)c2oc(CO)cc(=O)c2O)cc1 (configuration not stated)
→ 23.5	-95.7	-39.8	-85.5	1.4	-12.3	-0.8	-126.1	-0.8	-11.0	-56.4
CCN(C(=O)c1cnc(OC)cc1C(F)(F)F)c1ccc(Cl)cc1
→ 1.5	-3.6	1.5	33.3	3.5	-3.6	1.3	2.8	-0.1	4.9	-4.0
COc1ccc(-c2oc3c(OC)c(OC)c(OC)c(O)c3c(=O)c2OC)cc1OC
→ -0.5	-17.8	-2.5	-7.3	0.4	3.8	6.9	-20.5	-5.2	11.2	34.0
CCN(CC)S(=O)(=O)c1cccc(NC(=O)CNc2cccc(S(=O)(=O)N3CCOCC3)c2)c1
→ 18.3	27.2	nt	28.4	-3.7	-4.2	-6.1	41.5	8.4	24.6	nt
CCOc1cc2[nH]c(=S)n(Cc3ccc(C(=O)NCCOC)cc3)c(=O)c2cc1OCC
→ 1.3	14.2	-0.1	8.6	-0.4	-4.4	-7.7	15.0	4.6	2.7	7.2
C#CCOCCOCCOCCNc1nc(N2CCOCC2)nc(N2CCN(C(=O)[C@H](CCC(=O)O)n3cc([C@@H](N)CCCCN)nn3)CC2)n1
→ 10.5	-21.6	8.1	4.7	-0.8	17.8	6.0	25.2	-4.6	3.1	10.1
O=C([C@H]1O[C@@H](n2ccc(=O)[nH]c2=O)[C@H](O)[C@@H]1O)N1CCC(F)(F)CC1
→ nt	-8.5	-9.9	9.3	nt	nt	-0.3	-22.5	-2.0	nt	-15.6
O=C(Nc1ccccc1-c1ccccc1)c1ccc(NC(=O)c2ccco2)cc1
→ 14.2	7.2	0.4	11.3	0.3	-3.9	7.7	-13.7	-9.5	10.5	14.3
Cc1nc2c(C(=O)O)cnn2c(C)c1Cc1ccccc1F
→ 7.8	-8.5	-28.1	7.5	-2.3	2.9	2.3	-6.4	-2.0	-10.0	9.3
COc1ccc(NC(=O)C2CCN(S(=O)(=O)c3cccc4nonc34)CC2)cc1OC
→ -0.2	13.5	2.8	-13.2	-1.5	-2.9	-0.1	8.4	-11.0	-11.7	6.5
Cc1nc(Sc2nnnn2-c2ccccc2)c(C#N)c(C)c1C
→ 2.0	-4.3	7.3	-33.0	1.1	-4.2	-2.7	-21.9	7.6	-3.1	-0.9
CN1CCC(N(C)C(=S)Nc2ccc(F)cc2)CC1
→ -1.1	-10.4	3.2	-1.7	-0.8	12.1	-1.8	4.1	0.2	4.6	-3.5
Nc1c(Cl)ncnc1NCc1cccnc1
→ 6.8	-8.7	20.2	-17.3	-2.6	1.6	-1.6	-8.1	-5.1	-15.0	3.7
O=S(=O)(NCCCc1ccccc1)c1ccc(F)c(F)c1
→ -4.3	8.2	-26.0	3.8	0.9	-12.2	-6.3	4.1	0.5	-4.1	27.4
CCCC12C(=O)C(C)(C(c3ccccc3)=C1c1ccccc1)C1C(=O)N(c3ccc(C)cc3)C(=O)C12 (configuration not stated)
→ 12.7	-8.6	14.7	10.8	1.1	-9.6	-2.2	3.9	-12.6	10.1	20.7
Cc1c(N=C2SC(CC(=O)Nc3ccccc3)C(=O)N2CCN2CCOCC2)c(=O)n(-c2ccccc2)n1C (configuration not stated)
→ 14.4	-2.0	-9.8	2.1	-1.2	-6.5	-3.8	-13.6	-13.6	-5.8	6.2
COCc1nnc(NC(=O)c2ccc(OC)cc2OC)s1
→ -4.4	-82.3	-33.8	-103.8	1.5	-2.0	2.8	-162.9	-10.7	6.2	-47.2
CCCCn1nnnc1SCC(=O)N1CCOCC1
→ 7.5	-16.7	-14.3	-28.6	-1.8	-2.8	4.8	-13.6	-2.7	8.0	10.3
CCC(=O)N1CCc2cc(-c3csc(NC(=O)c4ccco4)n3)ccc21
→ 18.0	-9.4	-35.4	-3.0	-0.9	-11.1	-2.1	-24.8	-12.0	-14.6	-29.3
CC1CCCC(NC(=O)COC(=O)c2cc(S(=O)(=O)N3CCCCC3)ccc2N2CCOCC2)C1C (configuration not stated)
→ 11.4	-11.6	14.2	5.6	3.4	3.1	3.6	4.9	-5.5	-8.0	3.2
CC(=O)Nc1ccc(NC(=O)CN(c2cccc([N+](=O)[O-])c2)S(C)(=O)=O)cc1
→ 10.0	-11.0	29.3	13.4	-2.1	5.3	1.8	7.2	6.4	-24.8	-6.2
Cc1occc1C(=O)NNC(=O)Cc1ccccc1
→ -4.2	-1.8	3.0	4.1	-0.3	-3.2	4.9	11.5	-11.9	-10.0	-5.1
COc1ccc(S(=O)(=O)NCC2CCCN(C(=O)CCC(F)(F)F)C2)cc1 (configuration not stated)
→ 1.0	21.6	3.7	4.5	0.2	-2.1	14.8	-7.4	-23.1	4.7	4.8
COc1cccc(C2C(C(=O)c3cccs3)=C(O)C(=O)N2CCN2CCOCC2)c1 (configuration not stated)
→ 9.0	-20.8	11.7	4.1	-0.7	-3.7	-2.6	-11.3	1.9	4.7	8.9
COC(=O)C1=C(C(=O)OC)[C@@H]2Nc3ccccc3[C@@]23C[C@@H](C(=O)OC)N(C(=O)COCc2ccccc2)C3=N1
→ 16.3	4.4	-10.4	-37.2	0.2	-5.2	-1.0	-17.1	2.9	5.5	-2.3
O=C(CSc1ccc(-c2nc3ccccc3[nH]2)cn1)Nc1ccc(S(=O)(=O)N2CCCC2)cc1
→ 4.3	8.7	-0.7	16.0	1.1	1.4	-4.6	-10.9	-9.3	-33.3	10.0
CCOC(=O)CC(=O)CSc1nc2c(sc(=S)n2-c2ccc(OCC)cc2)c(=O)[nH]1
→ 1.3	-8.5	7.8	18.1	-1.6	7.2	13.5	5.3	-11.3	14.0	-5.0
COc1ccc(C)c(S(=O)(=O)Nc2ccc(OCC(=O)O)cc2)c1
→ 1.0	1.2	7.7	-11.9	-0.3	7.5	4.0	12.0	-20.4	4.7	-3.2
N#Cc1c(N2CCN(c3ccc([N+](=O)[O-])cc3)CC2)[n+](=O)c2ccc(Cl)cc2n1[O-]
→ 4.4	0.6	-28.8	-7.2	-2.8	-8.2	-7.7	35.2	12.3	19.0	7.8
CN(/N=C/c1ccncc1)C1=NS(=O)(=O)c2ccccc21
→ 3.0	5.3	-5.2	-15.4	1.8	-6.7	4.5	-1.0	5.9	-0.2	1.4
CC1CCN(C(=O)CCCC(=O)N2CCC(C)CC2)CC1
→ 6.5	5.4	-7.2	-8.9	-1.5	-4.3	1.8	-19.4	-1.1	-5.0	0.3
COc1ccc(NC(=O)[C@@H]2CCCN2C(=O)c2cccs2)cc1S(=O)(=O)N1CCCCC1
→ 6.6	-10.5	-29.1	11.0	-0.1	-3.0	5.8	21.3	-0.4	-1.3	-9.1
N#Cc1ccc(OCC(O)CS(=O)(=O)c2ccc(F)cc2)cc1 (configuration not stated)
→ 3.9	4.5	23.6	18.1	-2.0	-1.4	-0.5	6.6	-1.2	-3.9	18.5
CC(C)CC(COCc1ccc(Cl)cc1)N1CCN(C(=O)c2ccc(C(F)(F)F)cc2)CCC1=O (configuration not stated)
→ 4.9	7.3	-0.4	10.1	4.7	-12.7	-7.8	1.8	11.2	-1.0	8.1
CCCCn1c(SCC(=O)OCC)nc2c(sc(=S)n2-c2ccccc2OC)c1=O
→ 7.3	-6.7	10.9	14.0	-1.1	-3.3	9.7	2.0	-8.3	12.1	10.3
COC(=O)C(CCSC)NC(=O)c1cn(-c2ccc(OC)cc2)c(=O)c2ccccc12 (configuration not stated)
→ 10.1	2.8	6.1	1.1	-0.8	6.0	2.0	7.1	3.5	2.1	21.8
Cc1cccc(Cc2cnc(NC(=O)c3ccc(C)o3)s2)c1
→ 10.4	-29.3	-70.5	-2.6	-0.1	3.1	-1.4	-39.6	0.4	-19.3	-24.7

As entered above:
LRH-1 inv ag result of COC(=O)C(CCSC)NC(=O)c1cn(-c2ccc(OC)cc2)c(=O)c2ccccc12 (configuration not stated) reads 7.1
NOD2 RIPK2 PPI result of Cc1occc1C(=O)NNC(=O)Cc1ccccc1 reads -11.9

High-throughput results from PubChem BioAssay.
